# Screens (PubChem)
# Mito fusion act = mitochondrial division inhibition or fusion activation; S. cerevisiae fusion-defective mutant growth rescue, CellTiterGlo 48 h; 320,000 tested, 0.23% active; Potency, µM (highest dose often 46.1 µM), for inactives: at the highest dose growth rescue (activation), actives largely listed as activators;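 further: potency means the concentration at half of the fitted maximal effect; % of control where 0% means no effect; nearly all actives have a fitted effect of over 45% in size; temperature-sensitive fusion mutants such as fzo1-1 at 37 °C on non-fermentable ethanol glycerol medium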
#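 Temperature-sensitive fusion-defective S. cerevisiae (e.g. fzo1-1, mgm1-5) were grown with compound in YPEG medium (3% ethanol, 3% glycerol) for 48 hours at 37C. Growth rescue was measured as viability by CellTiterGlo luminescence after 10 minutes at ambient.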
# Eya2 phos inh = blocks the phosphatase activity of human Eya2 | O00167 | recombinant Eya2, OMFP fluorescence dephosphorylation (OMFP is methylfluorescein phosphate) | Potency, µM (doses to about 76.9 µM), without a hit: at the highest dose activity, negative = inhibition, hits mostly inhibitors | 330,000 tested, 0.006% active | AID 488837; further: potency means the concentration at half of the fitted maximal effect; on the % scale 0 is the no-effect control and ±100 the full control effect
#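 Eya2 protein (added as 0.2 uM solution) was preincubated with compound for 10 min at ambient temperature in 50 mM HEPES pH 7.5, 50 mM NaCl, 5 uM MgCl2, 0.05% BSA, 1 mM DTT. OMFP (added at 50 uM) then reacted 10 min; fluorescence read at 485/525 nm.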
# uPA generation = blocks generation of uPA at the cell surface; 330,000 tested, 0.31% active; Potency, µM (top dose mostly 38.3 µM), for inactives: at the top dose activity change, negative = inhibition, hits mostly inhibitors; cell surface uPA generation assay, qHTS; AID 540303; active means well fitted inhibition curve with a large enough effect; inconclusive means small, poorly fitted or top-dose-only effect; inactive means no such curve, though single readings can be large or run the other way; tested in mouse RAW 264.7 cells; further: potency means the concentration at half of the fitted maximal effect; on the % scale 0 is the no-effect control and ±100 the full control effect; nearly all actives have a fitted effect of over 55% in size
# TSG101-PTAP inh = blocks PTAP/TSG101 interaction to inhibit HIV-1 budding; Potency, µM (titrated, usually from 115 µM), for inactives: at the highest dose activity change, negative = inhibition, most hits filed as inhibitors; 340,000 tested, under 10 active; Fluorescence polarization, FITC-PTAP peptide / Tsg101 binding; Q99816; active means well fitted inhibition curve with a large enough effect in the main read-out, with a control signal flat, not every such curve was filed as active; inconclusive means small, poorly fitted or top-dose-only effect, or effect the other way, or a change in a side signal; inactive means no such curve, though single readings can be large or run the other way; further: potency means the concentration at half of the fitted maximal effect; % of control where 0% means no effect
#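 Compounds were pin-transferred onto Tsg101 binding domain (10 uM final) in HEPES pH 7.5 buffer, then FITC-PTAP peptide was added at 50 nM final. After 20 min at RT, polarization reported peptide displacement across a qHTS concentration series.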
# TSHR antag = blocks TSH signaling through the human TSH receptor. TSHR-expressing cells, TSH-stimulated cAMP HTRF, 2 h; stronger effect = lower value. activity change, negative = inhibition, % at 11.5 µM. 330,000 tested, 0.2% active;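 active means activity change below a set negative limit, meaning inhibition stronger than a set level, cut at about -70% in these data; inconclusive means activity change between two set negative limits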; further: on the % scale 0 is the no-effect control and ±100 the full control effect
# Target sequence (P16473 whole entry, looked up): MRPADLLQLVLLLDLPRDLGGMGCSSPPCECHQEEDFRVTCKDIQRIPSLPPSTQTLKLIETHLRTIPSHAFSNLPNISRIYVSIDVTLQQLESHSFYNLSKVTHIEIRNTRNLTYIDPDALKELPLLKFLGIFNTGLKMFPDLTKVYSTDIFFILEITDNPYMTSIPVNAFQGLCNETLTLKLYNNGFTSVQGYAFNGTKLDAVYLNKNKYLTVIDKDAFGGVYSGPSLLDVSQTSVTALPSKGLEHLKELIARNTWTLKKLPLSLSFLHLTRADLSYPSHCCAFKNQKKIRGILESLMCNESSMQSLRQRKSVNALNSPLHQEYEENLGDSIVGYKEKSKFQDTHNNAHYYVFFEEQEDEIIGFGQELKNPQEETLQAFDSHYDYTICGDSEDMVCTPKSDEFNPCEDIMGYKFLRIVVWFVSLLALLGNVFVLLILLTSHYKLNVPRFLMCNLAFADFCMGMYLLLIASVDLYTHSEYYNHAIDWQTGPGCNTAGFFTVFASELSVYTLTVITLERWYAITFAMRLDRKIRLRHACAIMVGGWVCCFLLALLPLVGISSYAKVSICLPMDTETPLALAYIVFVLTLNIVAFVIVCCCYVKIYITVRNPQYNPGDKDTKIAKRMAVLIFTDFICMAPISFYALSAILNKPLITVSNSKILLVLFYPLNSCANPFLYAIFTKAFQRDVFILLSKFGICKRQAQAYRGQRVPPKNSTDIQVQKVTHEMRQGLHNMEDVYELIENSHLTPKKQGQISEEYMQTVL
#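 Read-out is FRET at 665 nm (cryptate excitation 337 nm) from a cryptate-tagged anti-cAMP antibody, competed by cell cAMP against cAMP-d2. Compounds are tested on freshly harvested TSHR cells challenged with 4nM TSH (EC80) for 2 hours at 37 deg C.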
# TCR act = T cell receptor activation; primary human leukocytes, anti-CD3, IL-2 HTRF, 48 h; Potency, µM (doses to about 9.22 µM), without a hit: at the highest dose activation of IL-2 secretion, actives largely listed as activators; 330,000 tested, under 10 active; further: % of control where 0% means no effect
#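 Using a-CD3 beads without co-stimulation, primary human leukocytes were exposed to compounds for 48 hr. An HTRF IL-2 kit measured the cytokine, with europium-to-d2 energy transfer producing emission at 665nm upon 320nm excitation.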
# * hit, by the source's call; ? = inconclusive; / = not tested or not shown. Unless noted, the call rests on the fitted dose curve; in most records, active means well fitted curve in the direction sought with a large enough effect; inconclusive means small, poorly fitted or top-dose-only effect, or another doubt; inactive means no such curve, though single readings can be large; an effect the other way counts as inactive or inconclusive. Only part of the results is shown, so the mix of outcomes need not match the whole.
SMILES,Mito fusion act,Eya2 phos inh,uPA generation,TSG101-PTAP inh,TSHR antag,TCR act
C[C@@H](O)[C@H]1C(=O)N2C(C(=O)O)=C(SCCN=CN)C[C@H]12,5%,1%,/,/,-7,/
CNCCc1cnc(CCC(c2ccccc2)c2ccccc2)[nH]1,?,0%,/,/,-5,/
NCC(O)(CS(=O)(=O)O)c1ccc(Cl)cc1 (stereo not drawn),-4%,1%,/,/,16,/
CCCCS(=N)(=O)CCC(N)C(=O)O (stereo not drawn),-4%,1%,/,/,14,/
CNCCC(Oc1ccccc1C)c1ccccc1 (stereo not drawn),-28%,6%,/,/,-13,/
CN1C[C@H](C(=O)N[C@]2(C)O[C@@]3(O)[C@@H]4CCCN4C(=O)[C@H](Cc4ccccc4)N3C2=O)C[C@@H]2c3cccc4[nH]cc(c34)C[C@H]21,5%,-1%,/,/,-6,/
CC(C)[C@H](NC(=O)OCc1ccccc1)C(=O)N[C@H](C=O)Cc1ccccc1,?,-3%,/,/,-14,/
CCOC(=O)N1CCN(/[N+]([O-])=N/Oc2ccc([N+](=O)[O-])cc2[N+](=O)[O-])CC1,-7%,5%,/,/,-22,/
O=C(Nc1sc2c(c1C(=O)NC1CCCCC1)CCC2)c1ccco1,1%,/,/,0%,/,-2%
COCCCNC(=O)c1ccc2c(c1)CCN2S(C)(=O)=O,2%,/,/,-6%,/,6%
Cc1cccc(C)c1OCCCCc1c(C)n[nH]c1C,-13%,/,/,-5%,/,7%
CCc1nc(N2CCCCC2)c2oc3ccccc3c2n1,15%,/,/,-4%,/,8%
CCCn1c(=S)[nH]c2cc(OC)c(OC)cc2c1=O,-3%,/,/,0%,/,0%
CC1CC2(C)Oc3ccccc3C3OCC1(CO)C(C)C32 (stereo not drawn),11%,/,/,-3%,/,-4%
Cc1nnc(SCCn2c(N3CCC(C)CC3)nc3c2c(=O)[nH]c(=O)n3C)s1,-4%,/,/,0%,/,-4%
CCC(C)c1c(O)nc(SCc2ccccc2)[nH]c1=O (stereo not drawn),0%,/,/,-8%,/,-27%
CCSc1nc(=S)n(CC)c(C)c1C(C)=O,0%,/,/,-5%,/,5%
NC(=O)C1(N2CCCCC2)CCN(CC(=O)Nc2ccc(Oc3ccccc3)cc2)CC1,-4%,/,/,-12%,/,15%
Cc1onc(-c2c(F)cccc2Cl)c1C(=O)NCCc1ccc(S(N)(=O)=O)cc1,-3%,/,/,4%,/,-65%
Cn1c(=O)n(Cc2ccco2)c(=N)c2c3c(sc21)CCC3,-4%,/,/,-3%,/,-4%
Cc1ccc(C(=O)Nc2ccc(S(=O)(=O)N3CCc4ccccc43)cc2)o1,?,/,/,-6%,/,3%
CN(C)CCCOC(=O)c1ccc(Cl)cc1Cl,-3%,/,/,-1%,/,1%
OCCN(Cc1ccccc1)CC1CCCCC1,0%,/,/,-6%,/,-3%
N#Cc1nc(-c2ccc(Cl)cc2)oc1NCc1cccc2c1OCO2,10%,/,/,-21%,/,3%

# Reprinted from the part before: two compounds; new compounds follow.
SMILES,Mito fusion act,Eya2 phos inh,uPA generation,TSG101-PTAP inh,TSHR antag,TCR act
OCCN(Cc1ccccc1)CC1CCCCC1,0%,/,/,-6%,/,-3%
N#Cc1nc(-c2ccc(Cl)cc2)oc1NCc1cccc2c1OCO2,10%,/,/,-21%,/,3%
CCCc1cc(C(=O)NNC(=S)NCc2ccccc2)cs1,21%,/,/,-3%,/,10%
CCSc1ccccc1C(=O)n1nnc2ccccc21,-3%,/,/,0%,/,-1%
COC(=O)Nc1ccc(S(=O)(=O)N(C)C)cc1,-4%,/,/,-1%,/,-7%
CCOC(=O)c1c(C)n(CCO)c2ccc(O)cc12,-5%,/,/,-6%,/,3%
Cc1cc(C(=O)NCc2ccc(S(N)(=O)=O)cc2)c(C)o1,4%,/,/,-6%,/,6%
O=C(OCc1ccccc1)Oc1cncc(C(=O)O)c1,11%,/,/,-2%,/,-2%
COc1cc(NC(=O)CCc2ccccc2)nc(OC)n1,0%,/,/,-4%,/,-5%
CCOC(=O)N1CCN(Cc2ccccc2Cl)CC1,8%,/,/,-9%,/,6%
COC(=O)CCC/C=C1/SCC(NC(=O)c2ccccc2)C1O (stereo not drawn),-3%,/,/,2%,/,0%
COc1ccc(-c2cc(C(=O)Nc3ccc(C)cc3)no2)cc1,3%,/,6%,-2%,/,/
Cc1ccc(C(=O)Nc2ccccc2C(=O)NC2CCCCC2)cc1S(=O)(=O)N1CCOCC1,4%,/,4%,-4%,/,/
COc1ccc(NC2C=CS(=O)(=O)C2)cc1 (stereo not drawn),0%,/,1%,-1%,/,/
Oc1ccccc1CN1CCCN(Cc2ccccc2O)C1,-13%,/,7%,-2%,/,/
Cc1nc2cc(NC(=O)N3CCN(c4ccccn4)CC3)ccc2o1,-4%,/,7%,-4%,/,/
O=C(Cn1cnc2scc(-c3ccccc3)c2c1=O)N1CCOCC1,-5%,/,2%,-6%,/,/
CCCN(C(=O)Cn1ncc2c(=O)oc3ccccc3c21)c1cccc(C)c1,16%,/,-1%,-6%,/,/
CCOC(=O)C1CCN(C(=O)COc2ccc(S(=O)(=O)NC(C)C)cc2)CC1,7%,/,7%,-8%,/,/
COc1ccc(C(=O)N2CC3(C)CC2CC(C)(C)C3)cc1 (stereo not drawn),2%,/,-1%,-7%,/,/
CN(C)CCN1CCc2ccccc21,0%,/,0%,-3%,/,/
Cc1cc(Oc2ccccc2)nc(N)n1,-4%,/,-14%,-4%,/,/
COc1cc(NC(=O)CCN2CCN(Cc3ccccc3)CC2)cc(OC)c1,-9%,/,0%,-4%,/,/
CCN(CC)c1ccc(NC(=O)c2c(OC)cccc2OC)c(C)c1,0%,/,-2%,-7%,/,/
CCCc1cc(=O)[nH]c(SCC(=O)N2CCN(c3ccccc3)CC2)n1,4%,/,0%,-6%,/,/
CCOC(=O)c1ccc(NC(=O)c2c(N)n(C)c(=O)[nH]c2=O)cc1,/,/,5%,-1%,/,0%
O=C(Nc1ccccc1)OCCN1CCOCC1,/,/,9%,-2%,/,-1%
CN=C1SC(CC(=O)Nc2ccc(C(C)=O)cc2)C(=O)N1C (stereo not drawn),/,/,0%,2%,/,5%
C[C@@H]1NS(=O)(=O)c2cc(Cl)ccc2O[C@@H]1c1ccccc1,/,/,12%,-7%,/,1%
CCOC(=O)C1=C(COC(=O)c2ccc(Cl)nc2)NC(=O)NC1C (stereo not drawn),/,/,0%,-2%,/,3%
COc1ccc(-c2oc3ccc(N4CCOCC4)cc3c2C#Cc2ccc(N)cc2)cc1,/,/,-2%,-12%,/,2%
COc1ccc(Cl)cc1C=CC=NNC(=O)c1ccncc1,/,/,0%,0%,/,-1%
CCCCn1c(=NC(C)=O)c(C#N)cc2c(=O)n3cccc(C)c3nc21,/,/,0%,1%,/,-7%
CC(=O)NC(CCC(=O)O)C(=O)O (stereo not drawn),/,/,5%,-3%,/,-9%
CCCCN(C)S(=O)(=O)c1cc2c(cc1Br)CCN2C(=O)C1CC1,/,/,1%,-4%,/,3%
Cc1ccc(NC(=S)N2CCN(Cc3ccc4c(c3)OCO4)CC2)c(C)c1,/,/,0%,-5%,/,-2%
Nc1nc(SCc2ccccc2)c2ncn(C3OC(CO)C(O)C3O)c2n1 (stereo not drawn),/,/,-2%,-5%,/,-9%
CN(C(=O)c1cccc(NC(=O)Cc2ccc(NC(=O)C3CCN(C(=O)C4CC4)CC3)cc2)c1)C1CCCCC1,/,/,6%,0%,/,2%
CC1CCCN(CCS(=O)(=O)c2ccccc2)C1 (stereo not drawn),/,/,-5%,1%,/,1%
CCCCCC(=O)Nc1cc(S(=O)(=O)N2CCCCC2)ccc1N1CCCCC1,/,/,-7%,-2%,/,5%
COCCN1C(=O)c2oc3cc(C)c(C)cc3c(=O)c2C1c1ccc(O)cc1 (stereo not drawn),/,/,-2%,-8%,/,2%
CCOc1ncnc2c1sc1nc3c(cc12)COC(C)(C)C3,/,/,-2%,-11%,/,11%
COc1ccccc1NS(=O)(=O)c1cc(C(=O)NCCCN2CCCC2=O)ccc1C,/,/,3%,-5%,/,2%
COc1ccc(C(=O)NNC(=S)NC(=O)c2ccc(F)cc2)cc1Br,/,/,?,-1%,/,12%
COc1ccc(C(=O)NCCNc2nc3c(C)cccc3cc2C#N)cc1,/,/,-5%,3%,/,7%
Cc1c(N=Cc2cc3c(cc2[N+](=O)[O-])OCO3)cccc1[N+](=O)[O-],/,/,0%,-9%,/,6%
Cc1cccc(Cc2cccc(C)c2O)c1O,/,/,1%,-6%,/,-9%
COC(=O)CC(=O)O[C@H]1C=C[C@@H](NC(=O)OC(C)(C)C)C1,/,/,10%,-3%,/,-3%
CC1CC2C3CCC4=CC(=O)C=CC4(C)[C@@]3(Cl)C(O)CC2(C)C1(O)C(=O)CO (stereo partly drawn),/,/,2%,1%,/,1%
O=C1CCCCC1CCc1ccncc1 (stereo not drawn),/,/,3%,-2%,/,-5%
COc1cc(CCCN2C(=O)C(=O)NC[C@H]2Cc2cccc3ccccc23)cc(OC)c1OC,/,/,-10%,-1%,/,-3%
CN(Cc1ccccc1)c1ncnc2[nH]ncc12,/,/,-1%,-5%,/,-2%
O=S(=O)(Oc1ccccc1-c1ccccc1)c1ccccc1,/,/,-6%,-1%,/,5%
Brc1ccc(OCCOCCOc2cccc3cccnc23)cc1,/,/,6%,-4%,/,4%
CC(=NNC(=S)N1CCN(C2CCCCCC2)CC1)c1ccccn1,/,/,-7%,1%,/,7%
O=C1CCC2(CCCCC2)N1,/,/,-5%,-3%,/,0%
COc1ccc(OC(C)C(=O)NC2CCCCCCC2)cc1 (stereo not drawn),/,/,-5%,-4%,/,4%
CCCCN(C(=O)c1ccc(S(=O)(=O)N(C)c2ccccc2)cc1)c1c(N)n(CCC)c(=O)[nH]c1=O,/,/,3%,-5%,/,-7%
CCn1c(-c2cc(Br)ccc2O)n[nH]c1=S,/,/,6%,-13%,/,-5%
CCC(=O)Nc1cc2c(cc1Cl)-c1ccccc1C2,/,/,-4%,1%,/,7%
Cc1ccsc1C(=O)Nc1cc(Cl)ccc1-n1cncn1,/,/,5%,-6%,/,2%
COc1ccc(S(=O)(=O)N2CCCCC2)cc1NC(=O)Cn1c(=O)cnc2ccccc21,/,/,-2%,-4%,/,-1%
CCC(C(=O)NCCc1ccc(S(N)(=O)=O)cc1)c1ccccc1 (stereo not drawn),/,/,0%,-7%,/,-5%
CCN(C(=O)COC(=O)c1cccc2ccccc12)c1c(N)n(Cc2ccccc2)c(=O)[nH]c1=O,/,/,-3%,-6%,/,2%
COc1ccc(NC(=O)Nc2cccc(OC)c2)cc1,/,/,-18%,-15%,/,6%
